# High-throughput results: PubChem, National Center for Advancing Translational Sciences (NCATS)
# Pf growth 48h – inhibits P. falciparum growth in the first generation, 48 h; AID 504832; Potency, µM (highest dose often 28.7 µM), inactives show at the top dose activity change, negative = inhibition, hits mostly inhibitors; 310,000 tested, 5.9% active; P. falciparum luciferase growth in erythrocytes, 48 h; note: potency is the fitted concentration of half-maximal effect; % is set by controls: 0 for no effect and ±100 for the full control effect
#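 Erythrocytes infected with P. falciparum carrying an integrated firefly luciferase reporter (2% hematocrit, 0.1% parasitemia final) were exposed to compounds in RPMI 1640 with 0.5% Albumax at 37 C, 5% CO2. Growth inhibition was scored as reduced luminescence.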
# Shiga inhibitor – inhibitors of Shiga toxin in Vero cells; AID 2315; 290,000 tested, 9.2% active; inhibition, % at 38.7 µM; Vero cells, Shiga toxin protein synthesis inhibition reporter; in the data active = inhibition mostly above about 28%, no sharp cut-off; inactive = mostly below about 43%; note: 0% is about no effect
# CHX counter – counter-screen hit for Shiga toxin inhibitors, cycloheximide | cell reporter, cycloheximide protein synthesis inhibition counterscreen | max response, % | 300,000 tested, 12% active; in the data active = max response mostly above about 13%, no sharp cut-off; inactive = mostly below about 14%; note: read at 38.3 µM for the half of the compounds with a filed dose; 0% is about no effect
# Pf growth 96h – P. falciparum growth inhibition at 96 hour, primary screen for plastid delayed-death inhibitors | P. falciparum luciferase reporter growth, 96 h | Potency, µM (top dose mostly 28.7 µM), inactives show at the highest dose activity change, negative = inhibition, most hits filed as inhibitors | 320,000 tested, 6.9% active; note: potency is the fitted concentration of half-maximal effect; % is set by controls: 0 for no effect and ±100 for the full control effect
#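 Luminescence readout: decreased luciferase signal marks inhibited growth of reporter-expressing P. falciparum in infected red cells (2% hematocrit, 0.05% parasitemia final), exposed to compound two generations (96 h, 37 C, 5% CO2).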
# Giardia FBPA inh – inhibitors of Giardia lamblia fructose-1,6-bisphosphate aldolase. A8B2U2. purified Giardia FBPA. Potency, µM (series often up to 59.6 µM), for the others: top-dose activity, negative = inhibition, usual class: inhibitors. 290,000 tested, 0.71% active; note: potency is the fitted concentration of half-maximal effect; % is set by controls: 0 for no effect and ±100 for the full control effect; nearly all actives have a fitted effect of over 55% in size
# Target sequence (A8B2U2 whole entry, looked up): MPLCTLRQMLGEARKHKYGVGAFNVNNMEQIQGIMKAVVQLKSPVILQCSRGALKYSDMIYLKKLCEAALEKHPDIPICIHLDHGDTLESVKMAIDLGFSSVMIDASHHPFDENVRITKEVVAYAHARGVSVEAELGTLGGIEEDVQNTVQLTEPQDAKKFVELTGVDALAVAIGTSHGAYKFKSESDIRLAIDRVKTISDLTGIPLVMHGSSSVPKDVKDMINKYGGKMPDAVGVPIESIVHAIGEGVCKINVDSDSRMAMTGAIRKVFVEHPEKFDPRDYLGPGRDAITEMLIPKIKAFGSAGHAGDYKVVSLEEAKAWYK
#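 40 nM FBPA preincubated 10 min at RT with compound (up to 57.5 uM final), then substrate plus GAPDH/TPI/NAD/arsenate coupling and diaphorase/resazurin added. Fluorescence read after 20 min at RT, 525/598 nm.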
# Sm TGR block – blocks Schistosoma mansoni thioredoxin glutathione reductase. purified TGR, DTNB reduction, TNB absorbance 405 nm. Q962Y6. AID 485364. Potency, µM (highest dose often 114 µM), for the others: top-dose activity change, negative = inhibition, most hits filed as inhibitors. 360,000 tested, 3% active; note: potency is the fitted concentration of half-maximal effect; % is set by controls: 0 for no effect and ±100 for the full control effect; nearly all actives have a fitted effect of over 60% in size
#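 First, TGR (20 nM dispensed) and NADPH were mixed with compound. Second, a 15 min room-temperature incubation followed. Third, further NADPH and then DTNB were added to start the reaction. Finally, TNB absorbance was monitored kinetically.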
# * = called active by the depositor; ? = inconclusive; · = no result given; [ ] = remark or other dose. Unless noted, calls come from the whole dose curve; as a rule, active = well fitted curve in the direction sought with a large enough effect; inconclusive = small, poorly fitted or top-dose-only effect, or another doubt; inactive = no such curve, though single readings can be large; an effect the other way counts as inactive or inconclusive.
# Start of the listing, in advance, three compounds:
SMILES,Pf growth 48h,Shiga inhibitor,CHX counter,Pf growth 96h,Giardia FBPA inh,Sm TGR block
N#C/C(=C(/O)COc1ccccc1)c1nc2ccccc2s1,-1%,-18,-3,59%[activator],11%,2%
CNC(=O)/C(C#N)=C1/SC(Cc2ccc(F)cc2)C(=O)N1c1ccccc1 (stereo not drawn),7%,19,5,?,1%,36%
CC(C(=O)N1CCCCC1)N1C(=O)c2ccccc2C1=O (stereo not drawn),12%,-42,6,·,?,13%

# The list itself, from the first entry:
SMILES,Pf growth 48h,Shiga inhibitor,CHX counter,Pf growth 96h,Giardia FBPA inh,Sm TGR block
N#C/C(=C(/O)COc1ccccc1)c1nc2ccccc2s1,-1%,-18,-3,59%[activator],11%,2%
CNC(=O)/C(C#N)=C1/SC(Cc2ccc(F)cc2)C(=O)N1c1ccccc1 (stereo not drawn),7%,19,5,?,1%,36%
CC(C(=O)N1CCCCC1)N1C(=O)c2ccccc2C1=O (stereo not drawn),12%,-42,6,·,?,13%
Cn1cc(S(=O)(=O)N2CCc3ccccc32)cc1C(=O)NC(C)(C)C,?,-1,1,6%,-5%,-20%
COc1ccc(CNC(=O)Cn2nnc(-c3ccc(NC(=O)C4CCCCC4)cc3)n2)cc1,62%[activator],23,21*,208%[activator],4%,1%
CCOC(=O)N1CCN(S(=O)(=O)N2CCCC(C(=O)NCc3ccccc3Cl)C2)CC1 (stereo not drawn),6%,-9,-6,12µM*,14%,9%
CCOC(=O)C1CCCN(Cc2nc(N)nc(Nc3ccccc3OC)n2)C1 (stereo not drawn),-13%,-12,-5,-13%,-15%,-17%
CCc1ccccc1NC(=O)CN1CCN(CC(=O)Nc2cc(C)ccc2OC)CC1,?,-3,-3,-26%,-5%,-10%
CCc1nc2cccnc2n1-c1ccc(CC(=O)NC(C)CC)cc1 (stereo not drawn),-17%,17,-2,?,2%,0%
O=c1cccc2n1CC1CC2CN(c2ncnc3c2cnn3-c2ccc(Cl)cc2)C1 (stereo not drawn),40%[activator],51,3,2%[5.75 µM],-6%,1%
CCOC(=O)C(=O)N1CCN(c2cc3c(cc2[N+](=O)[O-])n(C)c(=O)n3C)CC1,14%,1,-2,99%[activator],0%,-18%
COc1ccc(CCNC(=O)CNCC2CCCO2)cc1OC (stereo not drawn),14%,15,-2,·,16µM*,-12%
O=C(CCNC(=O)c1ccccc1Cl)Nc1cc(C(F)(F)F)ccc1N1CCCC1,-20%,-6,-2,-19%,-1%,-22%
CC(C)c1ccc(OCC(O)CN2CCN(c3ccccn3)CC2)cc1 (stereo not drawn),0%,-24,-1,399%[activator],?,-31%
O=C(COc1cccc(-n2cnnn2)c1)Nc1ccccc1,16%,0,4,?,-5%,-19%
CCN1CCN(Cc2cc(OC)c(OC)cc2[N+](=O)[O-])CC1,58%[activator],8,-2,74%[activator],?,32µM*
COc1ccc(C(=O)c2sc(Nc3ccccc3)nc2N)cc1OC,?,-7,1,?,-2%,?
C=C(C)c1cccc(C(C)(C)NC(=O)Nc2ccc(Cl)cn2)c1,9%,13,5,?,3%,-28%
O=C(N/N=C/c1cn(-c2ccccc2)nc1-c1ccc(F)cc1)c1ccc2c(c1)OCO2,?,79*,18*,13µM*,-2%,10%
Clc1ccccc1CSc1nnc(-c2ccccn2)n1Cc1ccco1,?,-3,-2,?,12%,-24%
S=C1NC2=C(CCC/C2=C\c2ccc(Cl)cc2)C(c2ccc(Cl)cc2)N1 (stereo not drawn),?,11,9,?,-1%,?
CCN(Cc1ccccc1)C(=O)CCCOc1ccccc1,47%[activator],77*,26*,-18%,6%,-7%
CC1CCc2[nH]c3ccc(C(=O)Nc4ccc(C(=O)N(C)C)cc4)cc3c2C1 (stereo not drawn),6%,-16,7,?,·,1%
O=C(C1=C[C@@H](c2ccc(C(F)(F)F)cc2)C[C@@H](OCc2ccc(CO)cc2)O1)N1CCOCC1,?,-13,-1,?,-4%,?
CN=C(NC1CCCCC1)c1ccc(Cl)cc1,11%,-3,-3,18%,-2%,1%
COc1ccccc1CNC(=O)Cn1cc(Br)ccc1=O,59%[activator],22,2,48%[activator],1%,-5%
CCCN1CCN(c2ncnc3scc(C4COc5ccccc5O4)c23)CC1 (stereo not drawn),?,-10,-1,21%,12%,-3%
CCCSC1=N/C(=C\C=C\c2ccco2)C(=O)S1,2%,1,16,15%,?,32µM*
Cc1noc(C)c1S(=O)(=O)N(CC(=O)NC1CCC(C)CC1)c1ccc(C(C)C)cc1 (stereo not drawn),10µM*,8,7,?,·,-5%
c1ccc(NCc2ccccn2)cc1,22%,95*,18*,0%,0%,·
CC(=O)Nc1cccc(N(C)S(C)(=O)=O)c1,0%,-2,-4,40%[activator],5%,1%
Cc1ccc2oc(=O)c3cnn(CC(=O)N4CCCCC4C)c3c2c1 (stereo not drawn),6%,18,-3,?,16%,6%
CCOC(=O)Nc1ccccc1N1C(=O)c2ccccc2C1=O,11%,-12,-2,?,4%,-3%
CN(C)S(=O)(=O)c1ccc(NC(=O)Cn2c(-c3ccccc3)noc2=O)cc1,·,-7,1,4.7µM*,2%,-7%
CCOC(=O)c1nnn(-c2nonc2N)c1-c1ccc(Br)cc1,?,-17,-6,15%,-4%,25%
Cc1ccc(S(N)(=O)=O)cc1NC(=O)/C=C/c1ccc2c(c1)OCO2,38%[activator],17,10,302%[activator],-14%,0%
COCCNc1nc2ccccc2nc1NS(=O)(=O)c1ccc(C)cc1C,0%,-14,-2,·,9%,7%
O=C(c1ccc2c(c1)OCO2)[C@@H]1[C@@H]2C(=O)N(C3CCCCC3)C(=O)[C@@H]2C2c3ccccc3C=CN21 (stereo partly drawn),6.6µM*,21,6,4.7µM*,?,0%
COc1ccccc1C(=O)NCCC(=O)NCC(c1ccccc1OC)N1CCCC1 (stereo not drawn),?,·,·,?,·,2%
Cc1cc2nnc(SCC(=O)N3CCOCC3)n2c2ccccc12,-3%,-7,6,10%,-8%,11%
CCCCNC(=O)[C@H](CSCc1ccccc1)N1Cc2ccccc2C1=O,4%,-12,4,?,7%,-12%
CC(=O)c1ccc(N2CCN(C(=O)c3noc4c3CSc3ccccc3-4)CC2)cc1,30%[activator],13,17*,0%,0%,?
NC(=O)c1ccc(-n2nnnc2SCc2ccc(F)cc2)cc1,?,-9,1,1%,1%,6%
O=C(NCc1cccnc1)NC1(c2ccccc2)CC1,·,-8,-5,?,4%,-12%
CC1(C)Cc2c(c(N3CCCC3)nc3sc4c(N5CCNCC5)ncnc4c23)CO1,?,-8,-1,?,7%,5%
CC(=O)Oc1ccccc1C(=O)N1CCN(S(=O)(=O)c2ccc3ccccc3c2)CC1,·,3,-1,?,0%,-2%
COc1ccc(CNC(=O)C(=O)NCC2CCCN2S(=O)(=O)c2cccs2)cc1 (stereo not drawn),?,·,·,?,·,-16%
CC(=O)N[C@H]1C(O)O[C@H](CO)[C@@H](O)[C@@H]1O (stereo partly drawn),-8%,·,·,0%,·,-3%
Cc1cc2c(cc1S(=O)(=O)Nc1cccc(F)c1)n(C)c(=O)c(=O)n2C,19%,2,1,?,-7%,4%
Cc1ccc2c(c1)C1CN(C)CCC1N2S(=O)(=O)c1ccc(Oc2ccc([N+](=O)[O-])cc2)cc1 (stereo not drawn),8.3µM*,-1,-3,22%,-14%,5%
Cc1cccc(N(C(=O)c2ccc(Cl)cc2)C2CS(=O)(=O)CC2OC(=O)c2ccc(Cl)cc2)c1 (stereo not drawn),?,-21,-7,0%,0%,0%
CCOC(=O)C(C(=O)OCC)C(Nc1cccc(Br)c1)c1ccccc1 (stereo not drawn),-11%,-26,-3,85%[activator],0%,-1%
Cc1cc(Br)c(S(=O)(=O)NCc2cccnc2)cc1C,-8%,-25,-1,0%,-2%,28%
O=C1NC(=Nc2cccc(O)c2)S/C1=C\c1cccc([N+](=O)[O-])c1,-9%,17,14,?,13%,10%
CCC(=O)N1CCc2cc(S(=O)(=O)CCC(=O)O)ccc21,14%,-12,-4,7.4µM*,4%,8%
Cc1nnnn1/C(=C\c1ccccc1)C(=O)OCC(=O)NC1CCCCC1,?,·,·,?,·,-4%
Cc1nc2ccc(N)cc2c(=O)n1Cc1ccc(Cl)cc1,14%,25,18,53%[activator],4%,12%
CCOC(=O)C1=C(CSCc2ccccc2)NC(=O)NC1c1cc(C)ccc1C (stereo not drawn),13µM*,-20,-2,·,-2%,2%
Cc1oc(-c2cccs2)nc1CN1CCN(C(C)C)C(CCO)C1 (stereo not drawn),98%[activator],-6,-3,10µM*,3%,-12%
O=S(=O)(NC1=NCCC1)c1cccc(NS(=O)(=O)c2ccc(F)c(Cl)c2)c1,?,·,·,-18%,·,-1%
# Additional records
SMILES,Pf growth 48h,Shiga inhibitor,CHX counter,Pf growth 96h,Giardia FBPA inh,Sm TGR block
Cc1cc(C)c(S(=O)(=O)c2cccc(Br)c2C)c(Cl)n1,0%,2,-4,4%,-6%,9%
Cc1c(NC(=O)c2cccc(F)c2)c(=O)n(-c2ccccc2)n1C,37%[activator],11,-1,-7%,4%,5%
CCC1=C/C(=C\c2ccc3c(c2)OCO3)C(=O)S1,3%,-6,-4,0%,-3%,28µM*
CCN(C(=O)COC(=O)c1c(C)c(-c2ccccc2)nc2ccccc12)C1CCS(=O)(=O)C1 (stereo not drawn),?,-4,-5,?,-3%,-7%
CCCNC(=O)C1CCN(S(=O)(=O)c2c(C)noc2/C=C\c2ccc(OC)cc2)CC1,·,-16,-4,?,6%,-27%
Cc1ccc(NC(=O)C(NC2CCCc3ccccc32)c2ccccc2)cc1Cl (stereo not drawn),?,15,26*,?,?,-3%
c1ccc(Oc2ccc(-c3ccn[nH]3)cc2)cc1,187%[activator],69*,37*,128%[activator],-5%,4%
Cc1cccc(-n2c(C)cc(C(=S)N3CCOCC3)c2C)c1C,-24%,-5,-4,47%[activator],-5%,-22%
COc1cccc(CNc2ccc3c(c2)nc(C)n3C)c1OC,32%[activator],61*,33*,?,-14%,5%
Cc1cc(C)c(NC(=O)c2cccc3c2C(=O)N(C2CCCCC2)C3)c(C)c1,0%,-5,-8,44%[activator],·,-8%
CC(=O)Nc1sc(-c2ccc(Cl)cc2)nc1-c1ccccc1,12%,-7,0,-1%,0%,-9%
CC(C)CCC(O)(CCC(C)C)C(=O)NN1CCCCC1,-4%,16,1,63%[activator],2%,-2%
O=C(OCCNc1nc(-c2ccccc2)nc2ccccc12)c1ccncc1,?,-11,0,-30%,5%,·
O=C(COc1cc2oc(=O)cc(-c3ccccc3)c2cc1Cl)NCC1CCC(C(=O)O)CC1 (stereo not drawn),-8%,-3,1,?,-11%,3%
O=C(NCCCN1CCOCC1)C(=O)N/N=C/c1ccccc1Cl,20%,21,19*,1%,3%,5%
C=CCn1c(/N=C/c2ccc3c(c2)OCO3)nc2ccccc21,4%,18,7,?,-7%,15%
CCNc1ccc(S(=O)(=O)N(C)C)cc1NCC(=O)Nc1ccccc1Cl,23%,-1,5,53%[activator],-8%,-5%

# Entries of single compounds as entered above. Order of values: Pf growth 48h | Shiga inhibitor | CHX counter | Pf growth 96h | Giardia FBPA inh | Sm TGR block
# Entry for O=C(COc1cc2oc(=O)cc(-c3ccccc3)c2cc1Cl)NCC1CCC(C(=O)O)CC1 (stereo not drawn) = -8% | -3 | 1 | ? | -11% | 3%
# Entry for Cc1cc(C)c(NC(=O)c2cccc3c2C(=O)N(C2CCCCC2)C3)c(C)c1 = 0% | -5 | -8 | 44%[activator] | · | -8%
# Entry for COc1cccc(CNc2ccc3c(c2)nc(C)n3C)c1OC = 32%[activator] | 61* | 33* | ? | -14% | 5%
# Entry for Cc1c(NC(=O)c2cccc(F)c2)c(=O)n(-c2ccccc2)n1C = 37%[activator] | 11 | -1 | -7% | 4% | 5%
# Entry for CCCNC(=O)C1CCN(S(=O)(=O)c2c(C)noc2/C=C\c2ccc(OC)cc2)CC1 = · | -16 | -4 | ? | 6% | -27%
